AddAB inh – less growth of phage-infected E. coli with AddAB. E. coli expressing H. pylori AddAB, absorbance growth. inhibition, % at 11.9 µM. AID 435030. hit rate 0.29% among 330,000; in the data active = inhibition above about 12%;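 note: 0% = vehicle wells of infected cells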
DAGLB inhibitor – diacylglycerol lipase beta (human) inhibition; AID 504411; hit rate 0.059% among 340,000; inhibition, % at 5.17 µM; HEK293T DAGLB membrane lysate, EnzChek fluorogenic substrate; in the data active = inhibition above about 34%;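 note: 0% = enzyme with vehicle and 100% = wells lacking enzyme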
Target sequence (Q8NCG7 whole entry, looked up): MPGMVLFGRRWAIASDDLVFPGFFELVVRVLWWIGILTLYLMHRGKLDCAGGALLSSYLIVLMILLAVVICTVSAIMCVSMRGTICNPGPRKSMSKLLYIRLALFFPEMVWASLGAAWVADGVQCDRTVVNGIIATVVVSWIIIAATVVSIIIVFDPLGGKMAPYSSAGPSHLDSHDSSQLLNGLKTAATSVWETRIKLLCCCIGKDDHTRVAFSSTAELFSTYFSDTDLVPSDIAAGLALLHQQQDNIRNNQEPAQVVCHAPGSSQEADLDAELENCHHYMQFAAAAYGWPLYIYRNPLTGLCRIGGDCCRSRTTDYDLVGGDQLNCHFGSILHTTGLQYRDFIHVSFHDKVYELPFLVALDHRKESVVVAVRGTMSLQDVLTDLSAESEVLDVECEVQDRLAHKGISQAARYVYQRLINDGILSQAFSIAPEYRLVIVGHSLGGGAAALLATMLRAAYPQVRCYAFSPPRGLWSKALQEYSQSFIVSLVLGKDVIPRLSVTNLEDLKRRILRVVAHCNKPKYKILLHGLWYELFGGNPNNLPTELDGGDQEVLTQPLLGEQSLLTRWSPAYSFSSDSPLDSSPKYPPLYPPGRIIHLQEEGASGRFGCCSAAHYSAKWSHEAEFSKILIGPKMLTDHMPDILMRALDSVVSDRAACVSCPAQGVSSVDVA
E coli growth – reduces bacterial viability in AddAB counter-screen; inhibition, % at 11.9 µM; hit rate 0.27% among 330,000; E. coli V3065 growth, OD600 absorbance, 18 h; AID 449728;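 active = inhibition above the campaign's mean inhibition across all tested compounds plus 3 SD, cut at about 9.9% in these data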;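 note: uninfected addAB+ strain grown without phage in ampicillin broth; 0% = DMSO wells and 100% = ciprofloxacin 0.95 µg/ml wells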
CAL PDZ inh – blocks peptide binding to human CAL PDZ domain; purified CAL PDZ, TMR-peptide fluorescence polarization, 1 h; inhibition, % at 20 µM; hit rate 0.02% among 330,000; AID 504414;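 active = highest replicate inhibition of at least 40%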;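 note: plate controls were DMSO neutral control wells for no effect and unlabeled competitor peptide control wells for full effect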
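Test system: purified CerCALP PDZ construct; Compound dosing: one concentration, 20 µM compound; Also added: TMR-labelled reporter peptide T*-PRC34 bound in PDZ groove; Read-out: inhibition from polarization loss; Controls: unlabelled peptide and DMSO controls; Signal: FP readout, S and P plane fluorescence; Incubation: 1 h at RT.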
Wnt bcat act – activates Wnt/beta-catenin signaling in a reporter cell assay. activator, plate reader. activation, % at 9.35 µM. hit rate 1.2% among 300,000. AID 743398; in the data active = activation above about 30%, passing the limit was not always enough; inconclusive = no clear call, values can overlap the other calls;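 note: 0% = neutral control wells and 100% = positive control wells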
PfHsp90 yeast 2 – reduces growth (ATP signal) of yeast expressing P. falciparum Hsp90 | S. cerevisiae expressing PfHsp90, BacTiter-Glo ATP, 48 h; yeast lacking PDR1 and PDR3 efflux regulators | inhibition, % at 9.4 µM | hit rate 0.32% among 310,000 | AID 504621;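 active = every replicate shows inhibition above about 80%, whatever the replicate mean, limit read from the data; inconclusive = mean inhibition reaches the set limit but some replicate falls short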;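 note: 0% = DMSO neutral controls and 100% = 20 µM radicicol positive controls; yeast relying on Plasmodium falciparum Hsp90 in place of its own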
Tat transport – inhibitors of E. coli Tat protein transport; inhibition, % at 10 µM; AID 488895; E. coli MC4100 TorA-mCherry Tat export, fluorescence; hit rate 0.036% among 340,000;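 active = mean replicate inhibition at least 50% and at least half of replicates individually reaching 50%; inconclusive = only one of the two criteria met; inactive = neither criterion met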;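 note: exported cargo escapes ClpAP degradation while cytoplasmic cargo is degraded and loses fluorescence; 0% = median of neutral control wells and 100% = median of NaSCN control wells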
PvdQ acylase – P. aeruginosa PvdQ acylase inhibition; purified PvdQ acylase, fluorescence plate reader; inhibition, % at 10 µM; hit rate 0.063% among 340,000; AID 488965; in the data active = inhibition above about 30%, passing the limit was not always enough; inconclusive = no clear call, values can overlap the other calls;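 note: 0% = vehicle neutral wells and 100% = reference inhibitor wells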
Rtt109 Vps75 – C. albicans Rtt109 histone acetyltransferase inhibition; Q5AAJ8; purified Rtt109/Vps75, ThioGlo CoA-SH fluorescence, 4 h; inhibition, % at 34.9 µM; hit rate 0.16% among 330,000;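 active = inhibition of at least 50% in every replicate; inconclusive = best replicate reaches 50% inhibition but some replicates fall short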
Target sequence (Q5AAJ8 whole entry, looked up): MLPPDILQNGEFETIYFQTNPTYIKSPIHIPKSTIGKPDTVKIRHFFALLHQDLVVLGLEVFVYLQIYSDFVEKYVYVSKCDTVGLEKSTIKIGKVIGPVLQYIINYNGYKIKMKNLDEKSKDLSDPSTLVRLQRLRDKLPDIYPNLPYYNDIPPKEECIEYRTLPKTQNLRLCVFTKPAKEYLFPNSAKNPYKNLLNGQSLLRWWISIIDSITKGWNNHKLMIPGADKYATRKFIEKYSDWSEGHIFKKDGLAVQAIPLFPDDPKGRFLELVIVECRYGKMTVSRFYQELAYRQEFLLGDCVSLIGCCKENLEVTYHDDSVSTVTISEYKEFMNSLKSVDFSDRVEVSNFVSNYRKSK
phage Ecoli inh – E. coli growth loss with phage present; hit rate 0.26% among 360,000; inhibition, % at 11.9 µM; growth absorbance; AID 651602; in the data active = inhibition above about 11%
Starred values were filed as active, the others as inactive; ? = inconclusive; · = not tested or not shown.

Under each structure – AddAB inh	DAGLB inhibitor	E coli growth	CAL PDZ inh	Wnt bcat act	PfHsp90 yeast 2	Tat transport	PvdQ acylase	Rtt109 Vps75	phage Ecoli inh
#1 COc1ccc(S(=O)(=O)N2CCCCCC2)cc1N
    0.2	1	0.9	-1.5	-1	5	-3	7	3	-0.2
#2 Cc1nc(SC2CC(=O)N(c3cc(Cl)cc(Cl)c3)C2=O)nc2c1CCCC2 (stereo unspecified)
    0.3	-7	-1.1	-1.7	0	-17	15	-13	-6	2.0
#3 C=CCn1c(N/N=C/c2ccc(O)cc2)nc2ccccc2c1=O
    0.2	-2	0.7	-1.5	13	5	5	-1	·	0.9
#4 COc1ccc(C(=O)Nc2ccc(S(=O)(=O)N3CCCCC3C)cc2)c(OC)c1OC (stereo unspecified)
    2.7	-9	1.2	-3.1	-21	-19	-2	3	-1	-0.5
#5 CCN(CC(=O)Nc1ccc(NC(C)=O)cc1)C(=O)CCCc1c[nH]c2ccccc12
    3.3	0	0.9	0.1	-2	15	3	7	5	0.5
#6 Cc1cccc(C)c1NC(=O)C1CCCNC1 (stereo unspecified)
    0.2	-2	-0.3	-0.8	·	-24	0	-17	3	2.7
#7 CC1(C)CC(=O)C=C(NNC(=O)c2cccnc2)C1
    3.2	·	3.8	·	1	·	·	·	·	1.0
#8 Cc1cccc(-n2c(O)c(C=Nc3cc(O)ccc3C)c3ccccc3c2=O)n1
    0.9	3	2.4	1.1	-2	-48	-11	-7	3	2.8
#9 Cc1ccc(NC2(C(N)=O)CCCC2)cc1
    ·	-2	·	0.3	-1	0	-5	-1	-1	2.9
#10 CCN(CC(=O)Nc1ccc(N2CCOCC2)cc1)C(=O)Cc1ccccc1
    2.0	0	1.4	-0.4	-1	7	2	-1	2	1.1
#11 Cc1cc(-n2c(C)cc(C(=O)CN3C(=O)NC4(CCCCC4)C3=O)c2C)no1
    -1.1	0	-1.0	-0.3	2	-18	6	-9	-2	-0.9
#12 CC1CN(CCOc2ccc([N+](=O)[O-])cc2)CC(C)O1 (stereo unspecified)
    0.0	-2	-2.2	0.3	·	19	3	-12	-3	0.3
#13 NNC(=O)C(Cc1c[nH]c2ccccc12)NC(=O)c1ccccc1 (stereo unspecified)
    3.1	-2	1.0	-0.7	-1	0	-6	-2	7	-0.1
#14 COc1cc2c(cc1OC)CN(CC(=O)NC(=O)NCc1ccccc1)CC2
    -0.5	0	-1.1	-1.1	-1	·	9	-13	-28	-0.3
#15 CCOC(=O)c1nnn2c1nc(N1CCN(C)CC1)c1ccccc12
    -0.3	-1	-0.9	0.5	7	13	-3	-13	2	0.4
#16 Cc1c(NC(=O)C(C)OC(=O)C23CC4CC(CC(Br)(C4)C2)C3)c(=O)n(-c2ccccc2)n1C (stereo unspecified)
    4.9	0	1.4	-1.9	-1	17	7	-1	0	-0.3
#17 CCNc1nc(OC)nc(N2CCC(Cc3ccccc3)CC2)n1
    1.6	-11	0.5	0.0	-2	-86	-4	1	12	3.8
#18 O=C1CCCN1c1ccc(S(=O)(=O)N2CCCCC2)cc1
    1.0	-6	2.0	-1.3	-3	21	-3	-12	-17	3.1
#19 CCOC(=O)C1CCN(Cc2nnnn2CCc2ccccc2)CC1
    -0.1	1	-1.8	-0.7	2	0	-9	-13	0	2.5
#20 CCN(CC)c1ccc(NC(=O)Cn2nnc(-c3cccc(OC)c3OC)n2)c(C)c1
    1.6	-4	0.2	-0.5	-5	1	-5	-9	11	0.2
#21 Cc1cc(C)nc(Nc2nc(=O)c3ccccc3s2)n1
    0.0	1	2.4	0.5	·	9	3	3	5	2.9
#22 Cc1c(NC(N)=O)c(=O)n(-c2ccccc2)n1C
    0.4	-3	0.7	-0.3	-3	9	-4	0	12	2.8
#23 COc1ccc(C)cc1-n1nnnc1SCC(=O)Nc1cccnc1Cl
    0.1	0	-0.2	-1.4	0	-3	-8	20	3	1.6
#24 Cc1ccc(-c2sc(-c3ccccc3)nc2CC(=O)Nc2ccccc2F)cc1
    3.6	-5	0.2	1.0	-3	-8	-2	-2	-6	2.7
#25 CCOC(=O)c1c(C)n(C)c2c(C)cc(O)c(OC(C)=O)c12
    0.2	2	0.4	-0.8	?	-4	5	-6	-5	2.4
#26 N#Cc1cccc(NC(=O)CN2CCN(Cc3ccccc3)CC2)c1
    2.5	3	2.5	-2.0	4	-9	-11	-10	-3	1.4
#27 COc1cc2nc(SCC(=O)NCc3ccco3)n(Cc3ccc(Cl)cc3)c(=O)c2cc1OC
    -1.1	0	-1.2	0.6	0	10	-1	-6	-4	2.1
#28 CCCCNc1c(-c2cccc(-c3cc(C(C)=O)cs3)c2)nc2ccc(C)cn12
    0.6	-2	0.7	0.1	9	-5	2	-2	2	0.8
#29 CC(C)(C(=O)N[C@H](CO)c1ccccc1)C(=O)N[C@H](CO)c1ccccc1
    4.3	-4	-1.2	0.2	3	-5	20	-16	-6	2.2
#30 O=C1CC[C@H](O)CCN1[C@H](CSc1ccccc1)Cc1ccccc1
    0.9	-2	-0.9	-0.5	1	-9	-1	7	10	0.6
#31 CC(C)c1ccc(/C=C2\SC(N3CCOCC3)=NC2=O)cc1
    0.2	-2	0.0	-1.8	-1	6	0	4	4	-0.5
#32 COc1ccc(-c2nc(N)n(C(C)=O)n2)cc1
    2.3	1	1.7	-1.1	-2	-25	-6	-7	0	2.5
#33 O=C(CSc1nnc(NC(=O)C2CC(=O)N(c3ccccc3)C2)s1)NC1CCCC1 (stereo unspecified)
    -1.5	-2	-1.0	-0.8	-2	18	-6	-3	-2	1.7
#34 O=C(Nc1ccc(Cl)cc1Cl)c1ccc2c(c1)OCCO2
    3.2	-9	0.0	-4.1	52*	9	-2	-2	1	0.4
#35 CC1CCCCC1NC(=O)CCCCCn1c(=S)[nH]c2ccccc2c1=O (stereo unspecified)
    3.0	-1	-0.2	0.9	-1	-6	8	-2	5	3.6
#36 Cc1nn(Cc2ccc(F)cc2)c(C)c1NC(=O)c1nn(C)cc1Cl
    1.9	2	-3.1	-1.9	-7	·	-9	-6	-3	2.2
#37 Cc1c(CCC(=O)NCCCCCC(=O)O)c(=O)oc2c(C)c3oc4c(c3cc12)CCCC4
    ·	0	·	-3.7	1	-4	5	-4	·	1.1
#38 COCC(C)n1c(COc2ccccc2F)nnc1SCC(=O)c1c(N)n(C)c(=O)n(C)c1=O (stereo unspecified)
    -0.9	-3	0.3	-1.7	-3	·	-9	-2	1	2.4
#39 Cc1cnn(-c2cc(N/N=C/c3ccc(F)cc3)ncn2)c1
    -0.3	-2	4.3	-0.6	·	2	-7	-6	-1	2.1
#40 COc1ccc(C(=O)C2CCN(C(=O)c3ccc(OC)cc3)CC2)cc1
    4.1	-2	-0.5	3.5	-1	-15	5	-12	-13	1.7
#41 CC(=O)Nc1nc(C)c(-c2csc(Nc3cccc(C(C)=O)c3)n2)s1
    -0.6	2	-0.4	3.9	2	-16	9	-16	-6	-0.5
#42 COc1ccc(C(=O)NC(C)CCn2cccn2)cc1OC1CCN(C(C)C)CC1 (stereo unspecified)
    0.4	3	-0.9	-0.7	-1	-20	-10	-16	-1	1.5
#43 O=C(C[C@H]1C/C=C/CC[C@@H](Cc2ccc(F)cc2)C(=O)O[C@@H](c2ccccc2)CNC1=O)NCCO
    1.7	0	-0.2	1.7	-2	2	-4	-4	-11	2.0
#44 Cc1ccc(/C=N/NC(=O)Cn2cnc3ccccc32)o1
    3.5	-5	0.3	-3.9	-7	·	-11	4	-2	-0.5
#45 O=C1CC(Sc2ncccc2C(=O)O)C(=O)N1 (stereo unspecified)
    -1.9	-2	-1.8	-0.7	0	-23	-7	15	16	3.0
#46 O=C(O)[C@H](Cc1ccccc1)Nc1ccc([N+](=O)[O-])cn1
    1.4	3	3.2	-1.2	1	-17	-7	2	-10	0.6
#47 C[C@H](CO)N1C[C@H](C)[C@@H](CN(C)S(=O)(=O)c2ccccc2)Oc2ccc(NC(=O)Cn3cnnn3)cc2C1=O
    2.1	2	-0.1	-0.6	-2	-10	4	-11	-12	3.3
#48 O=C(C1CCCCC1)N1CCCC(c2nc3c(nnn3Cc3ccccc3)c(=O)[nH]2)C1 (stereo unspecified)
    -0.3	2	0.2	-2.1	·	2	0	6	28	2.4
#49 Cc1cc(=O)[nH]c(SCC(=O)NCC2CCCO2)n1 (stereo unspecified)
    0.6	-2	0.9	-1.6	0	34	-9	-9	-3	0.9
#50 O=C(/C=C/c1cccc(C(F)(F)F)c1)N1CCN(c2ccccn2)CC1
    2.6	-1	1.3	-2.1	-1	8	-2	3	34	2.8

Other structures.
Under each structure – AddAB inh	DAGLB inhibitor	E coli growth	CAL PDZ inh	Wnt bcat act	PfHsp90 yeast 2	Tat transport	PvdQ acylase	Rtt109 Vps75	phage Ecoli inh
#51 Nn1c(SCC(=O)Nc2ccc3c(c2)OCO3)nnc1-c1ccncc1
    -1.3	3	-0.8	-0.6	-2	24	-1	-31	-4	1.7
#52 CCOC(=O)c1c(CN2CCC(C)CC2)oc2ccc(OC)cc12
    1.6	-11	-0.6	0.2	-2	19	-13	-13	-14	0.6
#53 CCN1C(=O)CC2CCCC1C2 (stereo unspecified)
    ·	-2	·	-1.1	-4	-22	0	-11	1	1.5
#54 COCCC(=O)N1CCC(Oc2ccc(C(=O)NCc3nccn3C)cc2)CC1
    4.2	2	3.2	-0.6	1	-28	-3	-9	-4	2.8
#55 COc1cc(C2C(S(=O)(=O)c3ccccc3)CON2C)ccc1OCc1ccc(F)cc1 (stereo unspecified)
    -0.3	·	-0.8	·	1	·	·	·	·	1.1
#56 O=C(CN1CCC(c2nc3ccccc3[nH]2)CC1)Nc1ccc2c(c1)OCO2
    0.3	-1	-0.2	-1.0	-5	6	2	-10	-6	0.9
#57 COc1ccc(-c2nnn(CCC(=O)O)n2)cc1
    1.1	-2	0.1	-0.9	·	-4	-4	-3	10	1.6
#58 CC(Oc1ccccc1)C(=O)Nc1nnc(S(=O)(=O)N2CCCCCC2)s1 (stereo unspecified)
    -0.3	6	0.0	-1.0	-3	-24	7	-14	-8	3.7
#59 O=C(NNS(=O)(=O)c1c(F)cc(F)c(Cl)c1F)C12CC3CC(CC(C3)C1)C2
    2.1	·	0.2	·	-5	·	·	·	·	4.0
#60 O=C(OCc1cc(-c2ccccc2)no1)c1ccc2ccccc2n1
    2.5	-9	0.9	-1.9	3	·	3	-13	10	2.6
#61 Cc1cc(C)n2nc(C(=O)Nc3ccc4c(c3)OCO4)nc2n1
    1.6	-4	-0.2	0.6	5	-15	-6	4	13	1.3
#62 CSc1ccc(/C=C(\C(=O)O)c2ccc(S(=O)(=O)N3CCCC3)s2)cc1
    0.8	1	0.7	-1.2	0	18	-4	6	6	0.4
#63 CCOc1ccc2oc(-c3ccccc3)c(C(=O)N3CCN(CCO)CC3)c2c1
    ·	-2	·	-0.6	·	9	-2	5	12	-0.1
#64 COc1ccc(/C=N/NC(=O)c2ccc(COc3cccc4cccnc34)cc2)cc1O
    1.1	-1	-1.4	-0.7	9	-26	-6	5	6	5.4
#65 O=C(Cn1cc([N+](=O)[O-])ccc1=O)N1CCc2ccccc2C1
    0.5	-1	1.1	0.6	-6	-12	5	-14	-2	0.5
#66 CC1=C(C(=O)Nc2ccccc2C)C(c2cccnc2)n2nc(CCCO)nc2N1 (stereo unspecified)
    2.2	-2	-3.1	-1.0	-7	17	-7	-7	2	1.3
